Runt-SMMHC FRET: Runt domain-CBFb-SMMHC interaction inhibition. actives 0.74% (n = 220,000). inhibition, % at 20 µM. Q01196+Q13951. Cerulean-Runt/Venus-CBFb-SMMHC FRET ratio 530/480, 1 h;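 active = mean inhibition across duplicate retests at 20 µM reaching about 50%, limit read from the data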;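 note: 0% = DMSO wells and 100% = wells with excess untagged CBFb-SMMHC; inhibitors lower the FRET ratio by blocking Runt binding to CBFb-SMMHC; some results filed as inactive read as strong as hits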
p47phox inh: inhibitors of human p47phox binding; p47phox/p22phox peptide binding, fluorescence polarization, 2 h; inhibition, % at 24.7 µM; actives 0.53% (n = 220,000); AID 1274;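 active = inhibition above about 30%, limit read from the data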;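 note: 0% = p47phox with labelled peptide and 100% = labelled peptide alone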
Target sequence (P14598 whole entry, looked up): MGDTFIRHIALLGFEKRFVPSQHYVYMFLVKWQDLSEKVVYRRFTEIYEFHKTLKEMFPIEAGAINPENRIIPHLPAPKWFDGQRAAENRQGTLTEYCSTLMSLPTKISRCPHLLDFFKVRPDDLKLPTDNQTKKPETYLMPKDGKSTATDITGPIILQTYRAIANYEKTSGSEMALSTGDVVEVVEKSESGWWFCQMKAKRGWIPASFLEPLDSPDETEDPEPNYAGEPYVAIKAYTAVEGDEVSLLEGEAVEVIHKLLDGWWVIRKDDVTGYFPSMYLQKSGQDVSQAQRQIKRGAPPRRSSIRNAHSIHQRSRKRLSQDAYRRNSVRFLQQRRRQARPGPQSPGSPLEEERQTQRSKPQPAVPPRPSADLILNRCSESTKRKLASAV
zfTRPN1 agonist: zebrafish TRPN1 (NompC) channel agonism; activation, % at 3 µM; HEK293 zebrafish TRPN1-YFP, Fluo-8 calcium fluorescence; 100% = response to 87 µM carbachol; actives 0.18% (n = 220,000);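 active = activation above its plate's cutoff, the mean activation of test wells on that plate plus 3 SD, cut at about 19% in these data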;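 note: 0% = DMSO alone and 100% = 87 µM carbachol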
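Material – zebrafish TRPN1-YFP in HEK293 cells · Doses – 3 µM single point · Schedule – dye 1 h 37 °C plus 30 min RT · Signal – Fluo-8 calcium fluorescence, excitation 470-495 nm, emission 515-575 nm · Read-out – % activation versus carbachol response · Control set – carbachol high, DMSO low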
TNF death inh: TNF-alpha cell death inhibition in Jurkat FADD-/- cells; activation (protection from cell death), % at 10 µM; actives 0.068% (n = 220,000); AID 463075; Jurkat FADD-/- TNF necroptosis rescue, ATP luminescence, 24 h; 0 = TNF only, 100 = no-TNF cells;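 active = activation, meaning protection from cell death, of at least 50% relative to plate controls; inactive = activation below 50%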;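 note: necroptosis triggered by 40 ng/mL TNF-alpha added together with compound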
EBV gp42 block: inhibitors of Epstein-Barr virus glycoprotein 42; Fluorescence polarization binding assay, mP read-out; inhibition, % (tested at 21.74 µM); actives 0.42% (n = 220,000); AID 1085; in the data active = inhibition above about 50%
Target sequence (Q1HVG2 whole entry, looked up): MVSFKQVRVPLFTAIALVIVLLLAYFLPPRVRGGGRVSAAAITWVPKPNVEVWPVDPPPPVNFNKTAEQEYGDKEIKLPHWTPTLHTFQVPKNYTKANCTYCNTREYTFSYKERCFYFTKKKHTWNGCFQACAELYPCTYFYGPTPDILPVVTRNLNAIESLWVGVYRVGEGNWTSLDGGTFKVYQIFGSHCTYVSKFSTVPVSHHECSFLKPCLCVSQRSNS
MDM2 E3 inh: inhibitors of human Mdm2 E3 ubiquitin ligase; AID 1230; Q00987; signal enhancement, % at 5 µM; actives 0.11% (n = 210,000); cell-based MDM2 ubiquitination luciferase reporter, 2 h; 0 = plate control, 100 = twice control, blank-subtracted;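 active = signal enhancement of 30% or more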;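 note: luminescence tracks abundance of the self-degrading MDM2-luciferase fusion protein; higher signal means inhibition of MDM2 E3 ligase activity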
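Buffer or medium: Cells held in DMEM | Assay system: Stable mammalian line carrying autodegrading MDM2–luciferase fusion reporter | Quantity: 2000 cells/well | Times: 4 h settle plus 2 h compound, 37 °C | Doses: One concentration, 5 µM, with 0.2% DMSO | Technique: Luminescence with SteadyLite reagent, 15 min at room temperature | Benchmarks: Plate controls and plate blanks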
PPC-1+TRAIL kill: PPC-1 cancer cell killing with TRAIL present; actives 0.41% (n = 220,000); cell killing (% activity), % at 4 µM; AID 1443; PPC-1 cells + TRAIL, ATPLite viability luminescence;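 active = cell killing above 50% in the first pass at 4 µM, then a duplicate retest at 5 µM averaging 50% or more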;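 note: plate controls were cells with TRAIL plus DMSO for no effect and medium-only wells lacking cells for full effect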
TRPML3 agonist: human mucolipin-3 channel agonism. Q8TDD5. HEK293 TRPML3-YFP, Fluo-8 calcium fluorescence; 100% = the carbachol control signal. activation, % at 3 µM. actives 0.29% (n = 220,000). AID 1448;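 active = activation above its plate's cutoff, the mean activation of the plate's test wells plus 3 SD, cut at about 12% in these data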;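 note: 0% = DMSO only wells and 100% = carbachol wells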
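Material: HEK293 cells stably carrying human TRPML3-YFP; compound dosing: single dose, 3 µM final nominal compound, 0.3% DMSO final; incubation: 1-h 37 °C dye load, 5-s basal, 120-s post-compound reads; technique: Fluo-8 intracellular calcium fluorescence, excitation 470-495 nm, emission 515-575 nm; read-out basis: percent activation from peak-to-basal fluorescence ratio, scaled between DMSO and carbachol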
CHOP inhibitor: blocks CHOP induction under ER stress; CHO-K1 CHOP-promoter luciferase, tunicamycin-induced, 15-18 h; inhibition, % at 10 µM; actives 3.8% (n = 220,000); AID 2732;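 active = compounds that reduced the stress-induced luciferase reporter signal by more than about 70% of percent inhibition, limit read from the data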;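 note: 0% = tunicamycin plus vehicle and 100% = wells without tunicamycin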
Starred values were filed as active, the others as inactive; · = not tested or not shown.

The line under a structure holds: Runt-SMMHC FRET | p47phox inh | zfTRPN1 agonist | TNF death inh | EBV gp42 block | MDM2 E3 inh | PPC-1+TRAIL kill | TRPML3 agonist | CHOP inhibitor
COC(=O)C1=C(C)N(c2ccc(S(N)(=O)=O)cc2)C(=O)C1
    -5 | -8 | -0.1 | 0.0 | -2 | 1 | 12 | 1.1 | 32
CSc1nc(C)nc(N/C=C(\C#N)S(=O)(=O)c2ccccc2Cl)n1
    -3 | 2 | 1.0 | 0.4 | -20 | -14 | -3 | 0.7 | 4
CCN(Cc1cc2ccccc2[nH]c1=O)C(=O)c1cccc([N+](=O)[O-])c1
    2 | -14 | 2.6 | -0.2 | -17 | -14 | 11 | 0.9 | 52
COc1ccc(-c2csc(NC(=O)c3cc(=O)c4ccccc4o3)n2)cc1OC
    -1 | -4 | 2.0 | -0.6 | -2 | -1 | -6 | 1.9 | 17
COC(=O)c1cccc(-n2cnnn2)c1
    -4 | -2 | -0.8 | -0.9 | 3 | -10 | 22 | 0.3 | 10
CCSc1nnc(NC(=O)[C@H](C)N2C(=O)C3CC=CCC3C2=O)s1 (some centres undefined)
    0 | -8 | 0.9 | -0.2 | 3 | -23 | -11 | -0.7 | -5
O=C(CSc1cccc2cccc(Cl)c12)NCc1cccs1
    -2 | -17 | -1.1 | 1.0 | -11 | -4 | 4 | -1.2 | 44
CCCCC(=O)OCC(=O)c1[nH]c(C)c(C(C)=O)c1C
    0 | 3 | 2.7 | 0.1 | -1 | -19 | 7 | 0.9 | -4
CCN(c1ccccc1)S(=O)(=O)c1ccc(Cl)c(C(=O)OCC(=O)c2[nH]c(C)c(C(C)=O)c2C)c1
    1 | 1 | -2.6 | 0.8 | -7 | -16 | 10 | -1.2 | 22
CC1(C)CC(=O)C2=C(C1)Nc1ncnn1C2c1ccccn1 (centres undefined)
    2 | -2 | 1.0 | -0.8 | -8 | -3 | -9 | 0.3 | -3
O=C(Cc1ccccc1[N+](=O)[O-])NCc1ccc2c(c1)OCO2
    6 | -4 | 0.0 | 0.4 | 3 | -6 | 8 | -0.1 | -14
O=C1C2C3C=CC(CC3)C2C(=O)N1/N=C/c1c[nH]c2ccccc12 (centres undefined)
    3 | -5 | -0.1 | 1.6 | 8 | -7 | 25 | -0.3 | 15
CN1CCN(NC(=O)c2cccc(F)c2)CC1
    0 | -9 | 1.0 | -0.9 | -9 | -5 | 16 | 0.7 | 17
COCc1ccc(C(=O)N2CCCC(CCC(=O)NCc3ccccc3F)C2)o1 (centres undefined)
    0 | -12 | -0.1 | -4.2 | -16 | -20 | 8 | -0.1 | 4
NC(=O)NOCc1c(F)cccc1Cl
    -4 | 1 | 0.9 | -0.2 | -9 | -10 | 9 | -0.2 | -29
CN(C)/C=C/C1=C([N+](=O)[O-])C(c2cccc([N+](=O)[O-])c2)NC(=O)N1 (centres undefined)
    -8 | -9 | 0.8 | -0.5 | -6 | · | 5 | 1.7 | -4
C=CCc1ccc(OCC(O)CN2CCC(Cc3ccccc3)CC2)c(OC)c1 (centres undefined)
    2 | -8 | -1.4 | -5.8 | -19 | -2 | -3 | -0.1 | -1
COc1ccc(C(CNC(=O)c2ccc(OCC3CCCO3)cc2)N2CCOCC2)cc1 (centres undefined)
    -2 | -14 | 2.0 | -1.6 | -21 | 1 | 10 | 0.5 | -4
CC(C)C(=O)NCc1cc(-c2ccc(Cl)cc2)no1
    -2 | 6 | 0.3 | 0.9 | 7 | -7 | 3 | -0.1 | -7
Cc1ccc(P(=O)(CC(=O)O)c2ccc(C)cc2)cc1
    -2 | -9 | -0.2 | -1.8 | -6 | -1 | 0 | -0.3 | 8
O=C(C1CCCN(S(=O)(=O)c2ccc(F)cc2)C1)N1CCCC1 (centres undefined)
    0 | -12 | 1.1 | -2.5 | -21 | -16 | -12 | 1.2 | 7
CCOC(=O)c1c(CC(C)C)csc1NC(=O)CCl
    -3 | 12 | -0.2 | -4.7 | -5 | -7 | 6 | 0.2 | -32
O=C(O)CCC(=O)N1CCN(c2cccc(Cl)c2)CC1
    -3 | 11 | 0.4 | 1.0 | -1 | 22 | 12 | 1.2 | 1
CCCN1CCC(=O)N([C@H](CSc2ccc(C)cc2)Cc2ccccc2)CC1
    1 | -5 | · | -0.7 | -12 | -8 | 4 | · | 22
O=C(OCC(=O)N1CCN(c2ccccc2)CC1)c1ccccn1
    0 | 2 | -0.1 | -0.4 | -10 | -6 | 0 | 0.8 | 3
COc1ccc(Cl)cc1NC(=O)c1ccoc1C
    4 | 1 | -1.4 | -0.8 | 2 | -6 | 17 | -0.3 | 25
COC(=O)CSc1nnc(-c2cccnc2)n1-c1cccc(OC)c1
    4 | -12 | 0.0 | 0.9 | -16 | 0 | -1 | 0.4 | 7
Cc1ccc2[nH]c(=O)c(CN(Cc3cccnc3)Cc3nnnn3CCN3CCOCC3)cc2c1
    2 | 5 | 0.1 | -0.8 | -16 | 3 | 2 | 0.5 | 8
COc1ccccc1CNS(=O)(=O)c1ccc2c(c1)oc(=O)n2C
    0 | -8 | · | -0.2 | -6 | -4 | -5 | · | 7
COc1cccc(CNC(=O)C23CN(Cc4ccccc4)CC2C(c2ccc([N+](=O)[O-])cc2)=NO3)c1 (centres undefined)
    1 | -3 | -1.1 | -0.2 | 3 | -14 | 8 | 0.5 | -19
C=Cn1cc[n+](CC(=O)C(C)(C)C)c1
    5 | 3 | -0.4 | 0.9 | -1 | 2 | 25 | 0.8 | 2
Cc1ccc(CN2CCN(Cc3c[nH]c4ccccc34)CC2CCO)o1 (centres undefined)
    2 | 5 | 1.9 | 0.8 | 6 | 0 | -4 | 0.0 | 11
O=C(NCC(=O)N(c1cnc2ccccc2c1)C(C(=O)NC1CCCC1)c1ccncc1)c1ccco1 (centres undefined)
    0 | -9 | 1.4 | -0.1 | -8 | -5 | 9 | -0.4 | 0
CC(=O)NC(Cc1ccc(F)cc1)C(=O)O (centres undefined)
    1 | -16 | -0.3 | 1.2 | -17 | -15 | 10 | 0.6 | 3
O=[N+]([O-])c1cc(/C=N/O)ccc1N1CCCC1
    0 | 3 | -1.1 | 0.8 | -3 | -12 | -11 | -0.1 | -13
CCN1CCN(CC(=O)Nc2ccc3c(c2)OCCO3)C(=O)C1=O
    -1 | -7 | 0.1 | 0.2 | 1 | -19 | -6 | 0.6 | 28
Cc1cc(C)n2nc(C(=O)NNC(=O)c3ccccc3)nc2n1
    2 | 17 | -0.1 | -0.5 | -12 | -7 | 11 | 0.0 | 9
CCNC(=S)N1CCN(CC)CC1
    -2 | 3 | 1.3 | -0.5 | -4 | -3 | 13 | 1.4 | 11
O=C(Cc1ccccc1)CC1(O)C(=O)Nc2ccccc21 (centres undefined)
    -4 | -3 | -1.3 | 0.6 | -12 | 1 | 10 | 1.1 | 20
O=C(NC(=S)N1CCOCC1)c1cc2ccccc2o1
    0 | -6 | 0.8 | 0.5 | -2 | 9 | -14 | 1.1 | -7

Three structures from above, ordered by molecular weight, low to high:
The line under a structure holds: Runt-SMMHC FRET | p47phox inh | zfTRPN1 agonist | TNF death inh | EBV gp42 block | MDM2 E3 inh | PPC-1+TRAIL kill | TRPML3 agonist | CHOP inhibitor
CC(C)C(=O)NCc1cc(-c2ccc(Cl)cc2)no1
    -2 | 6 | 0.3 | 0.9 | 7 | -7 | 3 | -0.1 | -7
CCOC(=O)c1c(CC(C)C)csc1NC(=O)CCl
    -3 | 12 | -0.2 | -4.7 | -5 | -7 | 6 | 0.2 | -32
O=C(Cc1ccccc1[N+](=O)[O-])NCc1ccc2c(c1)OCO2
    6 | -4 | 0.0 | 0.4 | 3 | -6 | 8 | -0.1 | -14

3 entries out of the list above, sorted by the number in EBV gp42 block, high to low.
Compound	EBV gp42 block
CCN1CCN(CC(=O)Nc2ccc3c(c2)OCCO3)C(=O)C1=O	1
COc1ccccc1CNS(=O)(=O)c1ccc2c(c1)oc(=O)n2C	-6
O=C(Cc1ccccc1)CC1(O)C(=O)Nc2ccccc21 (centres undefined)	-12

More structures follow.
The line under a structure holds: Runt-SMMHC FRET | p47phox inh | zfTRPN1 agonist | TNF death inh | EBV gp42 block | MDM2 E3 inh | PPC-1+TRAIL kill | TRPML3 agonist | CHOP inhibitor
COc1ccc(F)c(C2C(C#N)=C(N)Oc3n[nH]c(C(C)(C)C)c32)c1 (centres undefined)
    3 | 0 | 0.3 | -1.4 | 9 | -24 | 9 | -0.2 | 9
CC(C)=Nc1ccccc1C1COC(=O)C1=N (centres undefined)
    -10 | -12 | 1.7 | 0.9 | -9 | -8 | 26 | 0.9 | 28
COc1ccc2cc3c(N)nn(C(=O)c4ccc(F)cc4)c3nc2c1
    -2 | -1 | -2.6 | 6.7 | -13 | -17 | -22 | -1.3 | 67
O=C(CN(C1CCCCC1)S(=O)(=O)c1ccccc1)N1CCCC1
    1 | -10 | -1.5 | -0.8 | -15 | 0 | 25 | 0.6 | 1
O=C(CSc1nnc(Cn2cnc3ccccc32)o1)Nc1cccc2ccccc12
    1 | -7 | 0.6 | -0.4 | 8 | -3 | -1 | -0.3 | 4
O=C(/C=C/c1cn(-c2ccccc2)nc1-c1cccnc1)NCCN1CCOCC1
    -1 | 0 | 1.7 | -1.1 | -15 | -8 | 25 | 0.8 | 10
Cc1cc(=O)[nH]c(Nc2ccc(C(=O)OC(C)C)cc2)n1
    0 | -14 | 0.5 | 2.3 | 0 | 13 | 7 | 0.4 | 70*
COC(=O)c1ccccc1NC(=O)CN(Cc1ccccc1)S(C)(=O)=O
    0 | -7 | -0.1 | -0.7 | 2 | -5 | 1 | -0.5 | 15
Cc1ccc(S(=O)(=O)Nc2ccccc2C=Nc2cccc(C)c2C)cc1
    -23 | -9 | -1.5 | 2.0 | -13 | -10 | 29 | 0.4 | 12
COC(CNC(=O)c1cc(C(=O)c2c(-c3c(Cl)cccc3Cl)noc2C)c[nH]1)OC
    1 | -12 | 0.5 | -2.2 | -8 | -21 | -1 | 0.2 | -8
CN(C)S(=O)(=O)c1ccc(Cl)c(NC(=O)COC(=O)[C@@H]2CCCN2C(=O)c2cccs2)c1
    0 | 10 | 1.0 | -0.3 | 18 | -5 | 13 | 2.8 | 3
CCCOC(=O)/C(C)=N\NC(=O)c1ccco1
    -2 | -4 | -0.1 | 1.8 | -26 | -5 | -1 | 0.3 | 11
CCCc1c(C)c2ccc(OCC(C)=O)cc2oc1=O
    2 | -11 | 0.6 | -3.7 | -10 | -9 | 16 | 0.7 | 14
